MrgX1 PAM = allosterically activates human MrgX1 receptor signaling; Q96LB2; MrgX1-HEK293, Fluo-4 calcium flux, FDSS; stronger effect = higher value; 310,000 tested, 0.63% active; B-score at 10 µM;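 active = plate-corrected calcium response at least 3 library SD above typical, normal starting fluorescence, not activating the receptor alone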;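 note: compound read alongside a low EC10 to EC30 dose of BAM8-22 agonist; peak minus trough fluorescence over baseline measured at the second addition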
AI-2 QS mod = modulators of Vibrio harveyi AI-2 quorum sensing system | AID 2094 | 300,000 tested, 0.4% active | Vibrio harveyi JMH597 AI-2 luminescence/OD600 ratio, 9 h; stronger effect = lower value; strain lacks LuxN and CqsS sensors; 0 = neutral-control median | activity change, % at 7.5 µM; in the data active = activity change below about -75%, passing the limit was not always enough; inconclusive = no clear call, values can overlap the other calls;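 note: luminescence divided by OD600 gain over 9 h not by final OD600 alone; inactives centre near 13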
TRPC6 inhibitor = mouse TRPC6 channel inhibition; Q61143; HEK293-TRPC6, membrane potential dye, ACh-evoked depolarization; stronger effect = lower value; B-score at 10 µM; 310,000 tested, 1.1% active;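 active = B-score under library mean minus 3 SD, initial fluorescence not abnormally high, positive integrated signal ratio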;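 note: B-score derived from integrated fluorescence ratio over the kinetic read; more negative B-score means stronger inhibition of depolarization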
TRPC4 act = TRPC4 (mouse) channel activation; Q9QUQ5; HEK293 TRPC4beta/mu-opioid, Fluo4 calcium fluorescence; stronger effect = higher value; B-score at 10 µM; 310,000 tested, 0.49% active;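 active = B-score above 5 SD of library B-scores, and initial fluorescence ratio not above library mean plus 5 SD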;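 note: positive B-score marks a calcium rise read as TRPC4 activation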
Target sequence (Q9QUQ5 whole entry, looked up): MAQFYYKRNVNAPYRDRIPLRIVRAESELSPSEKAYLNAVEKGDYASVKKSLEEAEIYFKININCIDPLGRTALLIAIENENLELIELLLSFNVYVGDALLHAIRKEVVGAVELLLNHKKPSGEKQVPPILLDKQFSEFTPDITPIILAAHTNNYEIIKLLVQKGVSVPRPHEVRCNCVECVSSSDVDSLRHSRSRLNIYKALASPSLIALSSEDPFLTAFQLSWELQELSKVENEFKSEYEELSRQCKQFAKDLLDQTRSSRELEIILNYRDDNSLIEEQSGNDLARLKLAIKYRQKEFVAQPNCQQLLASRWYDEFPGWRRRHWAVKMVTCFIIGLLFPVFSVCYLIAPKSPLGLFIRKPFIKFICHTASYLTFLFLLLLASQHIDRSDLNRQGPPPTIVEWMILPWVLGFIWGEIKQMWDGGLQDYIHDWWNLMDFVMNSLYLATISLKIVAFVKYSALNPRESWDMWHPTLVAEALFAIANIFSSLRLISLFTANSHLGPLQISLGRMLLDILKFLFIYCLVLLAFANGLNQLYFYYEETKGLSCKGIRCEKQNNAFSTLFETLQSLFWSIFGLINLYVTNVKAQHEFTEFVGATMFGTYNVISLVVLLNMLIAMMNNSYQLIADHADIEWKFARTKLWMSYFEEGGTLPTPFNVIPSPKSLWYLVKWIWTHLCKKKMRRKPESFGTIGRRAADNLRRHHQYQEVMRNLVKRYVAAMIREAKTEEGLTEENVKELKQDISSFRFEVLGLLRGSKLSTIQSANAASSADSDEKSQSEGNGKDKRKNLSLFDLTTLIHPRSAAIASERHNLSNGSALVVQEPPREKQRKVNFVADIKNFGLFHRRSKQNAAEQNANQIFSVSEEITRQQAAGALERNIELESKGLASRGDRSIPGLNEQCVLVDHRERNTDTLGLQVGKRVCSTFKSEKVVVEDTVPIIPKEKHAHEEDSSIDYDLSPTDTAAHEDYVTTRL
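Material: HEK293 stable line with TRPC4beta plus mu-opioid receptor; technique: Fluo4 calcium-sensitive dye fluorescence, kinetic, 1 Hz baseline; timing: Fluo4 dye loading 45 min at room temperature, 110 s recording; controls: assay buffer as low control, maximal DAMGO as high control; read-out: integrated baseline-normalised fluorescence ratio, converted to per-well B score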
HIF act = HIF pathway transcriptional activation; 300,000 tested, 0.32% active; U2OS HRE-luciferase reporter, luminescence; normalized: DMSO 0%, desferrioxamine 100%; activation, % at 7.5 µM (by protocol);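 active = mean activation of at least 10% of the iron chelator positive control signal, with at least half of replicates also reaching 10%; inconclusive = mean and replicate majority disagree about reaching 10%; inactive = mean and most replicates under 10%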
PolyA inhibitor = blocks polyadenylation in yeast reporter cells. calls only at 12 µM. 300,000 tested, 0.02% active. S. cerevisiae SKY197-pL101 polyadenylation reporter, beta-gal luminescence; efflux-impaired pdr1/pdr3 knockout yeast; score 100 = 6 SD above DMSO;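 active = lowest replicate activity score at least 50, where 100 means six control SD above control mean; inconclusive = lowest score under 50 but half or more replicates reach 50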;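 note: yeast exposed to compound for 9 h at 30 °C; higher score means more reporter readthrough which indicates perturbed polyadenylation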
TRPC4 potent = TRPC4 (mouse) allosteric potentiation; Q9QUQ5; HEK293 TRPC4beta/mu-opioid, DAMGO EC20, Fluo-4 Ca2+ flux; stronger effect = higher value; B-score at 10 µM; AID 2227; 310,000 tested, 0.42% active;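 active = B-score of calcium response area above 5 SD of library B-scores, with initial fluorescence ratio within 5 SD of library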;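 note: B-score of integrated fluorescence ratio over time as area under calcium response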
TRPC6 activator = activators of mouse TRPC6 channel. Q61143. HEK293-TRPC6 membrane potential dye fluorescence; stronger effect = higher value. B-score at 10 µM. 310,000 tested, 0.13% active;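 active = B-score of the integrated fluorescence ratio above library mean plus 3 SD, and starting fluorescence ratio within library mean plus 5 SD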;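 note: higher score means more depolarization so channel activation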
TRPC4 inh = blocks the mouse TRPC4 cation channel; Q9QUQ5; AID 2247; 300,000 tested, 0.39% active; HEK293 TRPC4beta/mu-opioid, DAMGO-evoked Fluo4 calcium flux; stronger effect = lower value; B-score at 10 µM;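 active = B-score over 3 SD under the library average, no early fluorescence shift, positive overall ratio signal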
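Material: HEK293 cells with stable TRPC4beta plus mu-opioid receptor expression / Probe or stimulus: DAMGO in two steps, submaximal then maximal / Compound: single concentration per test compound / Technique: kinetic Fluo4 fluorescence imaging of calcium influx / Read-out: per-well B score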
MrgX1 antagonist = blocks BAM8-22 activation of human MrgX1 receptor; Q96LB2; MRGX1-HEK293 calcium flux, Fluo-4, BAM8-22 antagonism; stronger effect = lower value; 310,000 tested, 1.3% active; B-score at 10 µM; AID 588676;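 active = calcium-response B-score plate-corrected more than 3 library SD below zero, starting fluorescence within 5 deviations, no agonist response on first addition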;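 note: peak minus trough fluorescence over baseline after final BAM8-22 challenge near maximal dose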
MrgX1 ag = agonists of human MrgX1 receptor; Q96LB2; MrgX1-HEK293 cells, Fluo-4 calcium fluorescence, agonist mode; stronger effect = higher value; B-score at 10 µM; 310,000 tested, 0.44% active; AID 588627;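 active = calcium response B-score plate-corrected fluorescence ratio at least 3 library SD, with starting fluorescence B-score inside 5 SD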
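Material: MrgX1-expressing HEK293 cells; input: 15,000 cells per well; doses: test compound given as first of three sequential additions; schedule: overnight plating before 1 h dye loading; technique: Fluo-4 NW calcium-flux fluorescence, kinetic read; evaluation: baseline-normalised fluorescence change ratio, B-scored; control set: plate-wise positive and negative controls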
Active calls of the source: *; i = inactive; ? = inconclusive; nt = no result given. These rows are one share of the data; rates above refer to the full screens.

Values run as follows: MrgX1 PAM	AI-2 QS mod	TRPC6 inhibitor	TRPC4 act	HIF act	PolyA inhibitor	TRPC4 potent	TRPC6 activator	TRPC4 inh	MrgX1 antagonist	MrgX1 ag
> COc1ccc(CC(=O)Nc2ccc(-c3cn4ccc(C)cc4n3)cc2)cc1
    i	-13.5	i	i	2.1	i	i	i	i	i	i
> N#Cc1ccccc1Cn1c(=O)n(Cc2ccc(C(=O)NCc3ccco3)cc2)c(=O)c2sccc21
    i	40.5	i	i	nt	i	i	i	i	i	i
> CSC1=N/C(=C\c2ccccc2C)C(=O)S1
    i	34.9	i	i	0.0	i	i	i	i	i	i
> CCN(CC)CCn1c2c(c(SCC(=O)Nc3cccc(C(C)=O)c3)nc1=O)CCCC2
    nt	25.2	i	i	-5.7	i	i	i	i	nt	nt
> CC(C)C(=O)Nc1ccc(S(=O)(=O)Nc2nccc(/C=C/c3ccccc3)n2)cc1
    i	8.4	i	i	nt	i	i	i	i	i	i
> O=C(N=Nc1c(O)[nH]c2ccccc12)c1cccc(S(=O)(=O)Nc2ccccc2Cl)c1
    i	40.3	i	i	-0.1	i	i	i	i	i	i
> COc1ccc(-c2nc3ccc(N4CCN(C)CC4)cc3c(=O)[nH]2)cc1
    i	16.7	i	i	-0.2	i	i	i	i	i	i
> CCOC(=O)C1CCN(C(=O)c2ccc(OCC(=O)Nc3cccc(C(F)(F)F)c3)cc2)CC1
    i	26.3	i	i	-0.4	i	i	i	i	i	i
> CCCCCn1c(N)c(-c2nc3ccccc3s2)c2c([N+](=O)[O-])nn(C)c(=O)c21
    i	7.0	i	i	-0.5	i	i	i	i	i	i
> O=C(NCCO)/C(=C/c1cccc([N+](=O)[O-])c1)NC(=O)c1ccco1
    i	20.9	i	i	-0.1	i	i	i	i	i	i
> CCn1cc(C(=O)NCCN(C)C)c(=O)c2cc(F)c(N3CCN(C)CC3)cc21
    i	10.2	i	i	0.1	nt	i	i	i	i	i
> O=C(Nc1ccc(-n2cnnn2)cc1)C1CCCN1C(=O)Nc1ccc(Br)cc1 (stereo unspecified)
    i	1.9	i	i	-1.1	i	i	i	i	i	i
> COc1ccc(S(=O)(=O)Nc2cccc(C(C)=O)c2)cc1Br
    i	19.9	i	i	-1.4	i	i	i	i	i	i
> COC(=O)CCP(=O)(O)Cc1ccccc1CP(=O)(O)CCC(=O)OC
    i	9.9	i	i	-0.1	i	i	i	i	i	i
> Cc1ccc(C=C2C(=O)c3ccccc3C2=O)o1
    i	17.1	i	i	4.0	i	i	i	i	i	i
> CC(C)c1ccc(OCC(O)CN2CCN(c3ccccc3)CC2)cc1 (stereo unspecified)
    i	26.8	i	i	-1.4	i	i	i	i	i	i
> CC(C)c1ccc(S(=O)(=O)c2cnc(=S)[nH]c2N)cc1
    i	30.4	i	i	2.1	i	i	i	i	i	i
> CC(C)CN(C(=O)CSc1nc(-c2ccccc2)cn1N)c1c(N)n(Cc2ccccc2)c(=O)[nH]c1=O
    i	16.9	i	i	2.7	i	i	i	i	i	i
> COc1cc(OC)cc(-c2oc3cccnc3c2C#CCCO)c1
    i	1.8	i	i	0.0	i	i	i	i	i	i
> NC(=S)Nc1ccc(C(F)(F)F)cc1Cl
    i	-0.9	i	i	-0.2	i	i	i	i	i	i
> COc1ccc(S(=O)(=O)N(CC(=O)N2CCCCCC2)c2ccccc2OC)cc1
    i	21.0	i	i	0.6	i	i	i	i	i	i
> CCc1c(C)nc2ncnn2c1N1CCCC(C(=O)NCCc2ccc(OC)cc2)C1 (stereo unspecified)
    i	16.1	i	i	0.3	i	i	i	i	i	i
> Clc1ccc2nc(CSc3ccccc3)cn2c1
    i	-64.9	i	i	-0.4	i	i	i	i	i	i
> O=C(NCc1cccnc1)C(=O)Nc1nc(C23CC4CC(CC(C4)C2)C3)cs1
    i	19.3	i	i	-1.0	i	i	i	i	i	i
> CN(C)CCN(Cc1ccccc1)C(=O)C1CCN(c2ncnc3c2nc2n3CCCCC2)CC1
    i	?	i	i	-0.7	i	i	i	i	i	i
> Cc1cccc(C)c1Nc1nnc(SCc2cn3cccc(C)c3n2)s1
    i	18.5	i	i	-0.3	nt	i	i	i	i	i
> O=C(CCCn1nnnc1CN1CCOCC1)N1CCN(c2ccccc2F)CC1
    i	7.7	i	i	-0.4	i	i	i	i	i	i
> S=C(NCc1cccs1)Nc1cc(Cl)cc(Cl)c1
    i	-60.4	i	i	-0.7	i	i	i	i	i	i
> CSCCC(NC(=O)c1ccccc1Cl)C(=O)NNC(=O)c1ccccc1O (stereo unspecified)
    i	9.5	i	i	0.2	i	i	i	i	i	i
> O=[N+]([O-])c1ccc(NCCc2ccccc2)c(Br)c1
    i	18.7	i	i	-20.8	i	i	i	i	i	i
> Cc1ccc(NC(=O)CCc2nnc3ccc(NCc4ccco4)nn23)cc1
    i	8.2	i	i	0.0	i	i	i	i	i	i
> Cc1ccc2nc(C)c3c(c2c1)COC3
    i	15.1	-6.28*	i	-0.1	i	i	i	i	i	i
> COCC(=O)Nc1cc(C(=O)Nc2ccccc2)ccc1Cl
    i	7.4	i	i	1.4	i	i	i	i	i	i
> Cc1ccccc1-c1nnn(CC(=O)Nc2cccc(S(N)(=O)=O)c2)n1
    i	0.5	i	i	1.2	i	i	i	i	i	i
> Cc1ccc2cc(CN(C(=O)c3cccs3)c3ccccc3)c(=O)[nH]c2c1
    i	-1.0	i	i	-0.1	i	i	i	i	i	i
> Cc1ccc(-c2noc(C3CCN(S(C)(=O)=O)CC3)n2)o1
    i	23.3	i	i	1.4	i	i	i	i	i	i
> Cc1sc(NC(=O)c2ccccc2)c(C(c2ccc(Cl)cc2)N2CCN(CCO)CC2)c1C (stereo unspecified)
    i	9.9	i	i	0.0	i	i	i	i	i	i
> CCN(CC)CCOC(=O)C1c2ccccc2Oc2ccccc21
    i	15.5	-9.97*	i	-0.2	i	i	i	i	i	i
> Cc1ccc(-c2[nH]nc(N)c2N=Nc2ccccc2C)cc1
    i	8.7	i	i	-0.4	i	i	i	i	i	i
> COc1ccc(NC(=O)CCCC(=O)O)cc1Cl
    i	4.6	i	i	-0.1	i	i	i	i	i	i
> CCN(CC)C(=O)CSCC(=O)Nc1ccccc1
    i	-3.6	i	i	0.2	i	i	i	i	i	i
> COc1ccccc1-c1c(C)nn2c(-c3ccccc3)cc(C)nc12
    i	34.1	i	i	-0.4	i	i	i	i	i	i
> COCCN(C(=O)CCC(=O)Nc1nccs1)C(C(=O)NCCC(C)C)c1ccc(OC)cc1 (stereo unspecified)
    i	-6.4	i	i	-0.2	i	i	i	i	i	i
> Cc1ccc(O)c(C(=O)c2cc(C#N)c(=O)n(-c3c(C)n(C)n(-c4ccccc4)c3=O)c2)c1
    i	22.0	i	i	0.1	i	i	i	i	i	i
> CCN1CCN(c2ccc(S(=O)(=O)N3CCOCC3)cc2NC(=O)c2ccccc2OC(F)F)CC1
    i	24.6	i	131*	-43.4	i	i	i	i	i	i
> Nc1nc(CSCCO)nc(Nc2ccccc2)n1
    i	10.4	i	i	-0.1	i	i	i	i	i	i
> CN(C)c1nc(N)nc(CSc2ncc(Cl)cc2Cl)n1
    i	21.9	i	i	0.4	i	i	i	i	i	i
> COc1ccccc1C(=O)Nc1c(-c2ccccc2)nc2ccccn12
    i	13.4	i	i	0.6	i	i	i	i	i	i
> Cc1ccccc1N=C/C=C1/C=C(c2ccccc2)OC(C)(C)O1
    i	15.2	i	i	0.0	i	i	i	i	i	i
> CC1CCCN(C(=O)C2CCC(CNc3c(N4CCCCC4)c(=O)c3=O)CC2)C1 (stereo unspecified)
    i	6.4	i	i	-0.4	i	i	i	i	i	i
> CC1CCN(C(=O)c2[nH]cnc2C(=O)N[C@@H](CCCCNC(=O)OC(C)(C)C)C(=O)OC(C)(C)C)CC1
    i	17.2	i	i	-1.0	i	i	i	i	i	i
> O=c1c2ccccc2nc2c3ccccc3c(NCc3ccccn3)nn12
    i	54.7	i	i	0.7	nt	i	i	i	i	i
> CC1CC(C)CN(C(=O)C(Cc2ccccc2)n2cccc2)C1 (stereo unspecified)
    i	-1.6	i	i	0.4	i	i	i	i	i	i
> CCOc1ccc(S(=O)(=O)N2CCN(C(=O)c3ccccc3Cc3ccccc3)CC2)cc1
    i	12.7	i	i	-0.3	i	i	i	i	i	i
> O=c1cc(-c2ccccc2)nc2cc(-c3ccco3)[nH]n12
    i	17.4	i	i	-11.7	i	i	i	i	i	i
> Cc1ccccc1NC(=O)CC(O)(C(F)(F)F)C(F)(F)F
    i	10.8	i	i	-0.3	i	i	i	i	i	i
> CCc1ccc(-n2ccc(=O)c(C(=O)O)n2)cc1
    i	16.9	i	i	0.1	i	i	i	i	i	i
> Cc1ccc(NC(=O)C(Cc2ccccc2)NC(=O)c2ccco2)cc1 (stereo unspecified)
    i	13.6	i	i	0.0	i	i	i	i	i	i
> Cc1ccc(C(=O)NCCCn2ccnc2)cn1
    i	9.3	i	i	-0.1	i	i	i	i	i	i
> COC(=O)C1=C2SCC(=O)N2C(N)=C(C#N)C1
    i	4.9	i	i	-0.4	i	i	i	i	i	i
> O=C(COC(=O)C1(c2ccc(F)cc2)CCCC1)N1CCc2ccccc21
    i	22.5	i	i	-0.6	i	i	i	i	i	i
> COc1cc(OC)c(C(=O)N2CCCC2)cc1OC
    i	-15.7	i	i	0.0	i	i	i	i	i	i
> Cc1ccc(CNC(=O)CNC(=O)[C@@H]2Cc3ccccc3CN2)cc1
    i	nt	i	i	0.1	i	i	i	i	i	i
